Screens (PubChem BioAssay)
TCR CD3 inh = blocks the human TCR-CD3 interaction; TAMRA-labeled TCR probe fluorescence, biochemical; inhibition, % at 9.4 µM; actives 0.37% (n = 360,000); AID 651800; in the data active = inhibition above about 19%;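 also: recombinant mutant TCR 2C K166C tagged with TAMRA read by polarization; 0% = receptor in buffer alone and 100% = receptor with positive control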
rCAG binder = binds r(CAG) RNA repeats; r(CAG) RNA repeat, TO-PRO-1 dye displacement fluorescence; inhibition, % at 3 µM; actives 1.3% (n = 370,000);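 active = inhibition above the plate cutoff, the mean of all test compounds on that plate plus 3 SD, cut at about 35% in these data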;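 also: 0% = DMSO alone and 100% = 100 µM mitoxantrone as full dye displacement; higher means more dye released from RNA so lower well fluorescence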
HTRA1 inhibitor = blocks human HTRA1 serine peptidase; Q92743; recombinant HTRA1, FP-rhodamine activity-based probe, fluorescence polarization; inhibition, % at 5.96 µM; actives 0.5% (n = 340,000); in the data active = inhibition above about 36%;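 also: 0% = enzyme with DMSO and 100% = wells lacking enzyme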
PRMT1 inh = PRMT1 (human) inhibition, primary screen | recombinant PRMT1, activity-based probe fluorescence polarization | actives 1.3% (n = 370,000) | Q99873 | inhibition, % at 2.79 µM;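 active = inhibition above about 21% made by adding two undisclosed values, limit read from the data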
Target sequence (Q99873 whole entry, looked up): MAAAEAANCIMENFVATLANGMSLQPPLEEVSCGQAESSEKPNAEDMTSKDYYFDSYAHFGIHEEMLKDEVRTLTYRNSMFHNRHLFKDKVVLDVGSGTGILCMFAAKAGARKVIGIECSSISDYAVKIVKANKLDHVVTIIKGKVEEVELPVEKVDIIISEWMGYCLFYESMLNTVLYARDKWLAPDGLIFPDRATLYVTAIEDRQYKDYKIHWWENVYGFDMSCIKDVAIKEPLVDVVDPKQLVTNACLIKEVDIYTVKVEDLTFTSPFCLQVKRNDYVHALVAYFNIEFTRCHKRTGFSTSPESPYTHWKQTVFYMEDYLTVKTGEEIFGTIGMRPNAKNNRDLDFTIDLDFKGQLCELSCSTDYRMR
TDP2 inh = blocks human TDP2 phosphodiesterase activity. recombinant TDP2, T5PNP hydrolysis, p-nitrophenol absorbance 415 nm. inhibition, % at 12.8 µM. actives 0.34% (n = 370,000). O95551;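 active = inhibition above the mean of all tested compounds plus 3 SD, set per campaign, cut at about 25% in these data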;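 also: 0% = DMSO with enzyme and 100% = buffer with substrate but no TDP2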
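System – recombinant human TDP2 · Quantity – TDP2 enzyme at 120 nM final · Doses – single concentration, 12.8 µM nominal, with 1% DMSO · Incubation – 2 h at 37 °C · Measured by – epi absorbance of p-nitrophenol freed from T5PNP by hydrolysis · Read-out – % inhibition relative to enzyme-containing and enzyme-free wells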
LEDGF integ inh = blocks HIV-1 LEDGF/p75-dependent DNA integration; TR-FRET IN-LEDGF/p75 DNA integration, Eu/Cy5; inhibition, % at 3.7 µM; actives 0.64% (n = 370,000); AID 743269;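 active = inhibition above the screen-wide mean plus 3 SD, cut at about 13% in these data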;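 also: signal is the Cy5 over europium emission ratio at 671 and 618 nm; 0% = plate median of compound wells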
GC-B act = GC-B (human) receptor activation; HEK293-GC-B cells, CNP EC30, cGMP TR-FRET; 0% at EC30 CNP, 100% saturating CNP; P20594; activation, % at 10 µM; actives 0.11% (n = 370,000); AID 1920062;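 active = activation at 10 µM reaching about 35% in either raw or pattern-adjusted values, limit read from the data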
SIAE primary = inhibitors of human sialic acid acetylesterase SIAE. Q9HAT2. SIAE FP-Rh probe binding, fluorescence polarization. inhibition, % at 9.66 µM. actives 0.69% (n = 370,000);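 active = inhibition above a cutoff: mean of compounds within the control limits plus 3 SD of those, cut at about 17% in these data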;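 also: 0% = plate median of compound wells and 100% = probe without SIAE protein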
Target sequence (Q9HAT2 whole entry, looked up): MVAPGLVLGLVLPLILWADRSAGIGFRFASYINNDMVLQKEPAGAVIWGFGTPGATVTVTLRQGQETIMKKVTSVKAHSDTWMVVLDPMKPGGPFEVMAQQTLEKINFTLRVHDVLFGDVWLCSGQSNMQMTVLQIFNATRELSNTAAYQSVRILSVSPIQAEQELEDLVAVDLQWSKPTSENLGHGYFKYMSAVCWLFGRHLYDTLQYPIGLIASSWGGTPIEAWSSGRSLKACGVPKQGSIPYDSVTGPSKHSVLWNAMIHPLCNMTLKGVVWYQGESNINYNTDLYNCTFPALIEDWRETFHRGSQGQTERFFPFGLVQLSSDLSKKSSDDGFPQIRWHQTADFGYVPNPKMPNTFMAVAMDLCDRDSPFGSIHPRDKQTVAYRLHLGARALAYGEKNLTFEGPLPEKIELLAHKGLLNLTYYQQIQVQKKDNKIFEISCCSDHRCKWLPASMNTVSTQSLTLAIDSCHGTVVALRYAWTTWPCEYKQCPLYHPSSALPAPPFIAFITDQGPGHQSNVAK
MBD2 inh = MBD2-methylated oligo binding inhibition; inhibition, % at 4.4 µM; TR-FRET, MBD2 binding to methylated oligonucleotide; actives 0.31% (n = 370,000); AID 686964; Q9UBB5; in the data active = inhibition above about 13%
mABHD4 FP = ABHD4 (mouse) inhibition, primary FP screen; Q8VD66; purified mABHD4, FP-Rh probe fluorescence polarization; inhibition, % at 8.92 µM; actives 0.54% (n = 370,000);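 active = inhibition exceeding the mean over every tested compound plus 3 SD, cut at about 30% in these data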;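 also: 0% = plate median of compound wells and 100% = S159A mutant with DMSO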
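Test system: mouse ABHD4 enzyme, wild type. Reagent: FP-Rh fluorescent activity-based probe, added after compound pre-incubation. Timing: pre-incubation 45 min, probe exposure 60 min, at 25 °C. Technique: FP readout, ex 525 nm / em 598 nm. Benchmarks: high control S159A mutant with DMSO, low control median of compound wells.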
Starred values were filed as active, the others as inactive; . = not tested or not shown. Some of the compounds tested; rates above refer to the full screens.

Start of the listing, in advance:
SMILES	TCR CD3 inh	rCAG binder	HTRA1 inhibitor	PRMT1 inh	TDP2 inh	LEDGF integ inh	GC-B act	SIAE primary	MBD2 inh	mABHD4 FP
CCC1CCC2(CC1)NNC(=S)NN2	0	0	7	5	-8	-4	1	-3	0	3
CCCCN1C(Nc2ccccc2)=NC[C@@H]1Cc1ccccc1	6	1	8	-2	-6	1	-8	2	3	4
O=C(Cc1ccccc1F)Nc1ccc(S(=O)(=O)Nc2ncccn2)cc1	4	8	-4	2	13	0	-3	12	-7	8
CCCCCOc1ccc(Br)cc1/C(C)=N/NC1=NCCN1	0	11	3	-1	-4	1	-20	10	-5	27
C=CCc1cc(Cl)ccc1OCCOCCNCCOC	5	-6	1	-2	11	0	-3	-1	2	2
Cc1ccc(S(=O)(=O)NC(=O)Nc2c(C)cccc2C)cc1	-10	0	-2	1	2	-5	1	3	4	-7
COc1cccc(N(CC(=O)NCCSc2ccc(Cl)cc2)S(C)(=O)=O)c1	4	-4	-3	1	22	5	-2	4	10	4
Cc1ccc(CN(C(=O)Cn2nnc3ccccc32)C(C(=O)NCc2ccco2)c2ccc(C)o2)cc1 (stereo unspecified)	-9	5	-6	3	0	-1	-20	-9	8	-13
Cc1ccc2cn[nH]c2c1NC(N)=S	6	0	1	0	5	-1	5	1	2	4
CC(=O)C1=C(C)Nc2ncnn2C1c1cccc(Br)c1 (stereo unspecified)	3	2	-2	-2	12	1	2	1	1	-2
O=C1CCN(Cc2ccccc2)CCN1CCOc1ccccc1	5	-9	-6	-4	4	2	1	1	-7	3
O=C(N/C(=C\c1cccs1)C(=O)N1CCOCC1)c1cccs1	-2	-3	-3	-5	4	0	-4	7	-3	1
Nn1c(SCC(=O)N2CCCc3ccccc32)nnc1-c1ccccc1	4	-4	13	-2	5	-2	2	4	1	1
Cc1ccc(/C=C2\Oc3c(ccc(O)c3CN3CCN(CCO)CC3)C2=O)cc1	1	-15	6	9	-11	-5	-3	-6	-11	0
CC(=O)C1=C(C)NC(SCc2ccc(C#N)cc2)=C(C#N)C1c1ccco1 (stereo unspecified)	2	7	1	5	6	1	1	2	1	4
Cc1noc(C)c1C(=O)N1CCCC(N2CCN(c3cccc(C(F)(F)F)c3)CC2)C1 (stereo unspecified)	7	-9	8	1	-2	-3	2	1	1	3
O=C1c2ccc(Oc3ccc4c(c3)C(=O)N(CCCCO)C4=O)cc2C(=O)N1CCCCO	5	-6	19	1	3	0	6	-1	-6	3
Cc1cc(C)n2[nH]c(=O)c(N=Nc3cccc(Cl)c3)c2n1	2	4	1	-2	-1	-1	-17	11	-11	-8

Main list (from the top)
SMILES	TCR CD3 inh	rCAG binder	HTRA1 inhibitor	PRMT1 inh	TDP2 inh	LEDGF integ inh	GC-B act	SIAE primary	MBD2 inh	mABHD4 FP
CCC1CCC2(CC1)NNC(=S)NN2	0	0	7	5	-8	-4	1	-3	0	3
CCCCN1C(Nc2ccccc2)=NC[C@@H]1Cc1ccccc1	6	1	8	-2	-6	1	-8	2	3	4
O=C(Cc1ccccc1F)Nc1ccc(S(=O)(=O)Nc2ncccn2)cc1	4	8	-4	2	13	0	-3	12	-7	8
CCCCCOc1ccc(Br)cc1/C(C)=N/NC1=NCCN1	0	11	3	-1	-4	1	-20	10	-5	27
C=CCc1cc(Cl)ccc1OCCOCCNCCOC	5	-6	1	-2	11	0	-3	-1	2	2
Cc1ccc(S(=O)(=O)NC(=O)Nc2c(C)cccc2C)cc1	-10	0	-2	1	2	-5	1	3	4	-7
COc1cccc(N(CC(=O)NCCSc2ccc(Cl)cc2)S(C)(=O)=O)c1	4	-4	-3	1	22	5	-2	4	10	4
Cc1ccc(CN(C(=O)Cn2nnc3ccccc32)C(C(=O)NCc2ccco2)c2ccc(C)o2)cc1 (stereo unspecified)	-9	5	-6	3	0	-1	-20	-9	8	-13
Cc1ccc2cn[nH]c2c1NC(N)=S	6	0	1	0	5	-1	5	1	2	4
CC(=O)C1=C(C)Nc2ncnn2C1c1cccc(Br)c1 (stereo unspecified)	3	2	-2	-2	12	1	2	1	1	-2
O=C1CCN(Cc2ccccc2)CCN1CCOc1ccccc1	5	-9	-6	-4	4	2	1	1	-7	3
O=C(N/C(=C\c1cccs1)C(=O)N1CCOCC1)c1cccs1	-2	-3	-3	-5	4	0	-4	7	-3	1
Nn1c(SCC(=O)N2CCCc3ccccc32)nnc1-c1ccccc1	4	-4	13	-2	5	-2	2	4	1	1
Cc1ccc(/C=C2\Oc3c(ccc(O)c3CN3CCN(CCO)CC3)C2=O)cc1	1	-15	6	9	-11	-5	-3	-6	-11	0
CC(=O)C1=C(C)NC(SCc2ccc(C#N)cc2)=C(C#N)C1c1ccco1 (stereo unspecified)	2	7	1	5	6	1	1	2	1	4
Cc1noc(C)c1C(=O)N1CCCC(N2CCN(c3cccc(C(F)(F)F)c3)CC2)C1 (stereo unspecified)	7	-9	8	1	-2	-3	2	1	1	3
O=C1c2ccc(Oc3ccc4c(c3)C(=O)N(CCCCO)C4=O)cc2C(=O)N1CCCCO	5	-6	19	1	3	0	6	-1	-6	3
Cc1cc(C)n2[nH]c(=O)c(N=Nc3cccc(Cl)c3)c2n1	2	4	1	-2	-1	-1	-17	11	-11	-8
N#Cc1cccc(NC(=O)COC(=O)CCc2nc3ccccc3c(=O)[nH]2)c1	6	3	2	0	0	-2	-2	2	-2	-6
COCCN(C(=O)CSc1ncn[nH]1)c1c(N)n(Cc2ccccc2)c(=O)[nH]c1=O	3	6	-4	-2	-12	5	0	-1	4	0
COc1ccc(-c2cc(C(=O)N3CCOCC3)c3cc(C)ccc3n2)cc1	-12	2	4	2	-5	-1	7	-6	1	0
COc1ccc(C(=O)Nc2ccccc2C(=O)N2CCN(c3ccccc3)CC2)cc1	2	0	-2	-4	-10	3	1	-3	-6	-7
CNC(=O)/C(C#N)=C1\SC(Cc2ccc(F)cc2)C(=O)N1c1ccccc1C (stereo unspecified)	-8	6	2	-1	-5	4	-8	11	1	-3
CN(C)c1ccc(/C=N\NC(=S)SCN2C(=O)C3CCC(C)(C2=O)C3(C)C)cc1 (stereo unspecified)	-1	13	19	43*	-4	-3	3	1	-3	10
Cc1cc(Br)ccc1OCCCN1CCC(C(O)(c2ccccc2)c2ccccc2)CC1	.	4	.	0	-2	-2	2	-2	-3	20
O=C(CSc1ccccn1)Nc1ccc2c(c1)CCC2	5	-4	-2	8	-2	2	-2	7	-2	2
CNc1cc(F)nc(F)n1	11	3	3	-1	2	-1	-2	-3	-6	1
CCOC(=O)[C@]12CCCC=C1N(Cc1ccc(Cl)cc1Cl)C(=O)[C@H](CC(=O)NCc1ccccc1)C2	-1	8	.	-1	-1	-3	2	0	4	-9
CC(N=C1NS(=O)(=O)c2ccccc21)C(=O)NCc1ccc(F)cc1 (stereo unspecified)	-1	4	2	-2	8	5	-5	4	-2	1
Cc1c(Cl)cccc1Nc1n[nH]c(=S)s1	2	4	10	21	0	-2	-3	3	3	7
CC(=O)c1c(C)[nH]c(C(=O)Nc2ccc3c(c2)OCCO3)c1C	2	1	-2	3	-7	-4	-7	3	4	-2
CCN(CC)CCN1C2=C(C(=O)CC(C)(C)C2)C(c2cccc(F)c2)C2=C1CC(C)(C)CC2=O	1	-7	3	2	-5	-1	-6	-8	-1	5
CN(CC(=O)NCc1ccco1)S(=O)(=O)c1ccc2c(c1)n(C)c(=O)c(=O)n2C	-7	6	1	3	-2	1	-3	-4	4	6
COc1ccc(CCNC(=O)C2CCN(C(=O)c3ccc(F)cc3)CC2)cc1OC	-2	-3	6	0	-9	4	7	2	-2	-6
COc1cccc(C(=O)C2CCCN(Cc3cn(CC(N)=O)c4ccccc34)C2)c1 (stereo unspecified)	-3	-5	3	-5	6	-1	0	19*	-2	-5
O=C(Nc1nnc(-c2ccco2)o1)c1ccc(Br)s1	3	6	9	-1	1	4	3	-6	-4	2
CCOC(=O)c1oc2ccccc2c1CN1CCOCC1	8	-5	4	-3	7	2	1	7	0	0
COc1ccccc1NC(=O)Cc1cccs1	0	0	-5	-2	9	1	-2	-1	1	-3
O=C(C1=C(O)C(=O)N(CCN2CCOCC2)C1c1cccc(Br)c1)c1cccs1 (stereo unspecified)	-8	2	-3	-1	-10	6	-2	1	2	-3
COc1ccc(C(=O)C2CCCN(S(=O)(=O)c3cccnc3)C2)c(C)c1 (stereo unspecified)	6	-3	1	-7	-11	7	4	-8	0	2
O=c1c(Cc2ccccc2)c(O)ccn1C1CCCCCCC1	3	0	-11	-1	-4	2	1	12	3	-9
O=C(NCc1ccc(Cl)cc1)c1cccc(NC2=NC3CS(=O)(=O)CC3S2)c1 (stereo unspecified)	-2	5	-9	-5	-11	5	-7	-6	3	-9
COc1ccc(-n2c(C)cc(C(=O)CN3C(=O)NC4(CCCc5sccc54)C3=O)c2C)cc1 (stereo unspecified)	0	-4	-39	-1	3	4	2	-4	-2	-10
CCCOC(=O)c1ccc(Nc2nc(C)cc(=O)[nH]2)cc1	-6	27	-5	1	4	1	-4	1	1	-2
CS(=O)(=O)N1CCCCC1c1cc(C(=O)Nc2ccccc2Cl)no1 (stereo unspecified)	-3	0	.	4	-4	3	2	-5	2	0
CC(Oc1ccccc1)C(=O)N/N=C/c1ccccn1 (stereo unspecified)	8	1	-1	-3	1	1	-2	0	-4	3
CC(=O)c1c(C)nc(-c2ccc(OCC(=O)Nc3ccc(F)cc3)cc2)n1O	-3	-1	1	-1	-8	0	-2	2	-4	1
O=C(COc1ccc(F)cc1)N(Cc1cccc(Br)c1)C1CCS(=O)(=O)C1 (stereo unspecified)	-2	-4	-3	1	5	0	-10	-1	1	-1
COCC1CCN(C(=O)C2CCC(=O)N(Cc3ccc(Cl)cc3)C2)CC1 (stereo unspecified)	-1	-5	4	-7	-10	3	-1	6	-4	2
COc1cc2nc(CN3CCN(C(C)=O)CC3)[nH]c(=O)c2cc1OC	-4	6	-14	2	0	-14	2	0	0	-1
COc1cccc(C(=O)Nc2nnc(CCS(=O)(=O)c3ccc(C)cc3)s2)c1	3	-5	2	0	-5	-4	4	2	4	5
COc1ccccc1CCNC(=O)CSc1nnc2ccc(-c3ccncc3)nn12	-10	-1	3	3	1	-7	-9	-7	2	1

Only MBD2 inh (2 entries from above):
canonical_smiles | MBD2 inh
CNc1cc(F)nc(F)n1 | -6
CNC(=O)/C(C#N)=C1\SC(Cc2ccc(F)cc2)C(=O)N1c1ccccc1C (stereo unspecified) | 1
